Compound activity from PubChem BioAssay.
MIN6 prolif = induces beta-cell replication in MIN6 cells; AID 2380; proliferation, % at 10 µM; 0.29% of 330,000 active; MIN6 cells proliferation, ATPlite luminescence, 48 h; cells starved in 0.2% serum; 100% = growth in 10% serum;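 active means compounds whose signal lies at least 3.5 SD above the mean of all wells on their plate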;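 further: 0% = DMSO-treated cells in low-serum medium and 100% = 10% serum control; some compounds called inactive have numbers as strong as hits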
mIAP inh = mouse IAP inhibition; purified mouse IAP, CDP-Star luminescence, 30 min; 0.2% of 330,000 active; AID 2806; inhibition, % at 10 µM;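 active means inhibition of at least 40% at 10 µM in the primary screen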;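 further: plate controls were DMSO with enzyme for no effect and no enzyme wells for full effect; values of inactives mirror those of a sister screen read the other way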
MPTP block = permeability transition pore inhibition. isolated mouse mitochondria, Ca2+ swelling absorbance, 30 min. inhibition, % at 10 µM. 1.4% of 360,000 active. AID 602449;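 active means inhibition of 50% or more, scaled per plate between neutral and stimulator controls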;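 further: 0% = DMSO wells given calcium and 100% = 1 mM EGTA wells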
mIAP act = mouse IAP activation; muIAP, CDP-Star luminescence, 30 min; active compounds read high; 1 = vehicle-only enzyme signal, 0 = enzyme-free wells; activation factor at 10 µM; 0.24% of 330,000 active;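 active means activation factor of at least 2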; further: the source names both 10 and 20 µM as test concentration; values of inactives mirror those of a sister screen read the other way
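Assay system: mouse IAP enzyme; Reagent: CDP-Star chemiluminescent phosphatase substrate; Compound: DMSO-dissolved test compounds; Incubation: 30 min, room temperature; Technique: luminescence from enzymatic CDP-Star hydrolysis; Controls: DMSO-only wells and no-enzyme negative control.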
hIAP inh = human IAP inhibition | purified IAP, CDP-Star luminescence, 30 min | inhibition, % at 10 µM | 0.12% of 330,000 active | AID 2544;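 active means inhibition reaching a set limit with compound at 10 µM in the primary screen, cut at about 35% in these data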;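 further: plate controls were DMSO wells with enzyme for no effect and no-enzyme buffer wells for full effect; values of inactives mirror those of a sister screen read the other way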
Target sequence (P09923 whole entry, looked up): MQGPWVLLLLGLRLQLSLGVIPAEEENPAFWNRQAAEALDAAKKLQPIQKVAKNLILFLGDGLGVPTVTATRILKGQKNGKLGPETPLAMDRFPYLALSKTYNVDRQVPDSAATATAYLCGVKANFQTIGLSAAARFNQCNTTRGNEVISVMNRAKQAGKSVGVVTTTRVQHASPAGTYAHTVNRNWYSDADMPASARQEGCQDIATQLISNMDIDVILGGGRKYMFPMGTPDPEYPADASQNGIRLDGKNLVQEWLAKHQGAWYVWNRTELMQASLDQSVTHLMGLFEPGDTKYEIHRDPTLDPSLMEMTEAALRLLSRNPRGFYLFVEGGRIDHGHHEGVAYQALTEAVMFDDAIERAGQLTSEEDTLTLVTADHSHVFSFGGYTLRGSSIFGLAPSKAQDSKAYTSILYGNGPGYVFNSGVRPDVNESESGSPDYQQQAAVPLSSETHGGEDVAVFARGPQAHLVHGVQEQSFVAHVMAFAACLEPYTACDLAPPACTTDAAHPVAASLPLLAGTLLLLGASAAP
ATG4B inh = blocks human ATG4B protease cleavage of LC3 substrate; Q9Y4P1; ATG4B cleavage of LC3-PLA2, NBD-HPC fluorescence, 1 h; inhibition, % at 8.33 µM; 0.51% of 340,000 active; AID 504462; in the data active means inhibition above about 40%
Target sequence (Q9Y4P1 whole entry, looked up): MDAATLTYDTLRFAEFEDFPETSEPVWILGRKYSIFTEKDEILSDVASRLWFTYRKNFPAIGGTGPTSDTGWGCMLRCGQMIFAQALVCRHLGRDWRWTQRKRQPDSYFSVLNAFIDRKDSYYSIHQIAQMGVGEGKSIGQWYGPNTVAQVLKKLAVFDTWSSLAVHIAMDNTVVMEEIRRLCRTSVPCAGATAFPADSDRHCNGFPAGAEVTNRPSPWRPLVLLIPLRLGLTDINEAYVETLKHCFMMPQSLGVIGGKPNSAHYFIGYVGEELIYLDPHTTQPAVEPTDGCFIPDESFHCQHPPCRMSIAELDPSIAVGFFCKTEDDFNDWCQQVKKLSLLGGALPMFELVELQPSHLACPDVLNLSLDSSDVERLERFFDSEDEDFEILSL
APOBEC3A inh = inhibitors of human APOBEC3A DNA deaminase; P31941; recombinant A3A, FAM/TAMRA ssDNA deamination fluorescence; inhibition, % at 20 µM; 0.41% of 330,000 active;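 active means at least 40% inhibition at 20 µM here, with at most 30% in a related deaminase screen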;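 further: plate controls were A3A with DMSO for no effect and wells lacking A3A enzyme for full effect; some results filed as inactive read as strong as hits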
A3G deaminase = APOBEC3G (human) deaminase inhibition; recombinant A3G, ssDNA deamination FAM/TAMRA fluorescence; inhibition, % at 20 µM; 0.28% of 330,000 active; AID 493012;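 active means inhibition of at least 40% at 20 µM, with no more than 30% in the related APOBEC3A deaminase screen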;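 further: plate controls were DMSO wells with A3G for no effect and wells lacking A3G enzyme for full effect; some compounds called inactive have numbers as strong as hits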
hIAP act = human IAP activation. purified human IAP, CDP-Star luminescence, 30 min; active compounds read high; 1 = vehicle-only enzyme, 0 = enzyme-free background. activation factor at 10 µM. 0.16% of 330,000 active. AID 2524;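 active means activation factor of the enzyme at least 2-fold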; further: the source names both 10 and 20 µM as test concentration; values of inactives mirror those of a sister screen read the other way
* hit, by the source's call.

SMILES	MIN6 prolif	mIAP inh	MPTP block	mIAP act	hIAP inh	ATG4B inh	APOBEC3A inh	A3G deaminase	hIAP act
Cc1ccccc1-n1nnnc1SCc1ncc(-c2ccccc2)o1	-1	1	1.2	0.99	-13	1	-1	-3	1.1
Cc1nc(NC(=O)CN2CCCCC2)sc1C(=O)N(C)C	-1	-1	0.2	1	4	4	0	-7	0.96
OCCC1CN(Cc2cnc(-c3cccc4ccccc34)nc2)CCN1C1CCCCC1 (stereo not given)	-1	-4	1.6	1	5	-12	5	-2	0.95
COc1ccc(CCNC(=O)CSCC(=O)Nc2ccccc2)cc1OC	-2	2	-0.6	0.98	1	1	-3	-2	0.99
COc1cc(NC(=O)CN2C(=O)C(=O)N(C3CCCC3)C2=O)cc(OC)c1	-5	-7	-0.6	1.1	-4	6	2	-4	1
COC(=O)C(C)NC(=O)C12CC3CC(C1)CC(c1ccc(C)cc1)(C3)C2 (stereo not given)	2	0	1.1	1	6	-6	-1	-4	0.94
Fc1ccc2[nH]c3c(N4CCc5ccccc5C4)ncnc3c2c1	-4	-14	89*	1.1	4	34	1	-6	0.96
O=C(c1ccccc1F)N1CCN(c2ncccn2)CC1	0	2	1.7	0.97	-4	0	-4	-5	1
CCN(CC(=O)NC1CCS(=O)(=O)C1)S(=O)(=O)c1cc(Br)ccc1Br (stereo not given)	1	5	-3.0	0.95	14	-9	0	-6	0.86
COc1cccc2cc(CC(=O)c3ccc(C)c(C)c3)c(=O)oc12	-3	8	-1.4	0.92	-22	-1	0	-7	1.2
Cc1ccc(-n2cc(CN(C)Cc3nccn3C)c(-c3cccc(C)c3)n2)cc1	-4	7	0.5	0.93	-15	-8	-2	-7	1.2
CCOC(=O)c1cc(C#N)c(Oc2ccccc2)nc1-c1ccccc1	-4	1	5.2	0.99	-14	-7	-2	-4	1.1
CCN1CCN(CCNC(=O)c2ccc3c(c2)N(Cc2ccc(F)cc2)C(=O)/C(=C/c2ccccc2)S3)CC1	-6	0	-3.3	1	6	4	3	0	0.94
C=CCN1C(=O)S/C(=C\c2ccc(N3CCOCC3)cc2C)C1=O	-2	12	0.8	0.88	5	-13	-3	-7	0.95
Cn1c(Cn2c(=O)sc3ccccc32)nnc1SCC(=O)Nc1ccccc1F	0	-6	0.0	1.1	-25	3	3	5	1.3
Cc1ccccc1NC(=O)COc1ccccc1C	0	2	-0.5	0.98	-8	2	-1	-2	1.1
COc1ccc(C(=O)/C=C/Nc2cc(C)on2)cc1	-4	-1	-0.2	1	-7	-14	-3	-3	1.1
CCCCCn1c(=O)[nH]c2cc(C(=O)N3CCN(CC)CC3)ccc2c1=O	0	1	-0.6	0.99	0	0	0	-1	1
Cc1cc(Oc2ccccc2)nc(N)n1	-3	2	-1.4	0.98	7	8	1	-2	0.93
Cc1noc(C)c1-c1nc(CSc2ccc(Cl)cc2)no1	-2	2	14	0.98	-8	-1	-4	-8	1.1
CN1CCN(C(c2cccc(C(F)(F)F)c2)c2nnnn2C(C)(C)C)CC1 (stereo not given)	2	4	-0.4	0.96	-13	-2	-1	-6	1.1
O=C(Nc1cccc2ncccc12)c1ccccc1Cl	-4	7	-0.8	0.93	10	1	36	15	0.91
COc1cccc(C(=O)COC(=O)c2ccc(NC(=O)c3ccccc3)cc2)c1	0	-14	0.5	1.1	-6	-6	2	1	1.1
COc1cc(C(=O)NCCCn2ccnc2)cc(OC)c1OC	2	-1	0.2	1	12	-2	0	-5	0.88
N#CC(c1nc2ccccc2nc1N1CCCC1)S(=O)(=O)c1ccccc1 (stereo not given)	-5	5	1.3	0.95	20	2	-1	26	0.81

Entries of single compounds, quoted from the list. Order of values: MIN6 prolif | mIAP inh | MPTP block | mIAP act | hIAP inh | ATG4B inh | APOBEC3A inh | A3G deaminase | hIAP act
CCN(CC(=O)NC1CCS(=O)(=O)C1)S(=O)(=O)c1cc(Br)ccc1Br (stereo not given) as listed: 1 | 5 | -3.0 | 0.95 | 14 | -9 | 0 | -6 | 0.86
C=CCN1C(=O)S/C(=C\c2ccc(N3CCOCC3)cc2C)C1=O as listed: -2 | 12 | 0.8 | 0.88 | 5 | -13 | -3 | -7 | 0.95
COc1cc(C(=O)NCCCn2ccnc2)cc(OC)c1OC as listed: 2 | -1 | 0.2 | 1 | 12 | -2 | 0 | -5 | 0.88
CN1CCN(C(c2cccc(C(F)(F)F)c2)c2nnnn2C(C)(C)C)CC1 (stereo not given) as listed: 2 | 4 | -0.4 | 0.96 | -13 | -2 | -1 | -6 | 1.1
O=C(Nc1cccc2ncccc12)c1ccccc1Cl as listed: -4 | 7 | -0.8 | 0.93 | 10 | 1 | 36 | 15 | 0.91

(continued)
SMILES	MIN6 prolif	mIAP inh	MPTP block	mIAP act	hIAP inh	ATG4B inh	APOBEC3A inh	A3G deaminase	hIAP act
Cc1ccc(-c2ccc(/C=N/NC(=S)Nc3ccccc3)o2)cc1[N+](=O)[O-]	-5	18	2.5	0.82	9	-3	-1	-11	0.91
CCN(C(=O)CN1C(=O)COc2ccc(S(=O)(=O)N3CCCCCC3)cc21)c1cccc(C)c1	-4	-5	-0.1	1	18	-8	-3	-4	0.82
COc1ccc(C(CNC(=O)Cc2c(F)cccc2Cl)N2CCCCC2)cc1 (stereo not given)	-2	3	0.2	0.97	0	-7	1	-3	1
COc1ccc(-c2onc(C)c2-c2ccccc2)c(O)c1	0	-8	1.1	1.1	5	-10	-2	0	0.95
CC(=O)c1ccc(OCc2cc(C(=O)N3CCCCC3c3cccnc3)no2)cc1 (stereo not given)	-1	10	0.8	0.9	-11	-2	3	-8	1.1
Cc1onc(-c2ccccc2)c1C(=O)N/N=C/c1cccc(O)c1	-2	0	0.7	1	-9	-10	0	-5	1.1
O=C(COC(=O)c1n[nH]c2ccccc12)c1cc(F)ccc1F	-1	5	4.6	0.95	-11	16	5	-6	1.1
CCOC(=O)COc1cccc2c(=O)n(CC(=O)N3CCCc4ccccc43)ccc12	3	-6	-0.2	1.1	20	-5	-2	-1	0.8
COc1ccc(CCC(=O)OCC(=O)Nc2c(C)n(C)n(-c3ccccc3)c2=O)cc1	-2	6	-0.7	0.94	-17	1	-1	-6	1.2
COc1ccc2[nH]c3ccc(OC)cc3c2c1	-2	-2	-0.8	1	-6	-1	5	2	1.1
CN(C)S(=O)(=O)c1cccc(C(=O)OCC(=O)N2CCCC2=O)c1	-2	-1	1.1	1	-12	-2	-1	-3	1.1
O=C(c1cc[n+]([O-])cc1)N1CCCC(N2CCN(c3cccc(C(F)(F)F)c3)CC2)C1 (stereo not given)	1	-2	-0.9	1	-36	36	-1	-4	1.4
COC(=O)c1ccc(NC(=O)CSc2nncn2-c2cccnc2)cc1	0	3	0.2	0.97	11	4	0	0	0.89
Cc1ccc(C23CC4CC(CC(NC(=O)NN)(C4)C2)C3)cc1	-2	-10	-0.5	1.1	0	-10	-2	3	1
COc1cccc(C(O)c2nc3ccccc3n2C)c1 (stereo not given)	-4	-3	-0.2	1	-6	5	-7	-1	1.1
COc1ccc(Nc2nc3nonc3nc2N2CCCCC2)cc1	-2	1	8.4	0.99	22	-4	-2	-9	0.78
CC(C)CCN(C(=O)c1ccc(N2CCCC2=O)cc1)c1c(N)n(Cc2ccccc2)c(=O)[nH]c1=O	1	6	-0.6	0.94	-7	7	7	-2	1.1
Cc1ccc(NC(=O)C(C)N2CCCC2)cc1Cl (stereo not given)	2	0	-0.7	1	7	-2	-4	-7	0.93
COc1cc2nc(Cl)nc(NCCO)c2cc1OC	-3	3	1.0	0.97	10	4	-2	-2	0.91
O=C(COC(=O)c1ccco1)c1ccc(F)cc1	0	0	-0.9	1	13	3	1	1	0.87
COc1ccc2c(c1)c1nnc(SCC(=O)Nc3ccccc3F)nc1n2C	-1	2	0.2	0.98	-11	8	-3	-8	1.1
COc1ccc(-c2cc(C)no2)cc1S(=O)(=O)N(C)Cc1ccco1	-4	9	0.5	0.91	8	2	1	-1	0.92
Cc1nn(C)c(Cl)c1CN1CCCC(CO)(Cc2ccccc2)C1 (stereo not given)	-1	1	-0.6	0.99	-5	-1	3	-6	1.1
COc1cc(C)ccc1OCC(=O)OCC(=O)c1cc(C)n(CC2CCCO2)c1C (stereo not given)	-3	2	-1.8	0.98	1	-15	2	-2	0.99
O=C1c2ccccc2C(Nc2ccc(S(=O)(=O)N3CCOCC3)cc2)N1Cc1ccco1 (stereo not given)	0	2	-1.3	0.98	2	-22	0	1	0.98

Some values from the entries so far.
`COC(=O)c1ccc(NC(=O)CSc2nncn2-c2cccnc2)cc1` – mIAP inh: 3
`O=C(COC(=O)c1n[nH]c2ccccc12)c1cc(F)ccc1F` – mIAP inh: 5

The results go on.
SMILES	MIN6 prolif	mIAP inh	MPTP block	mIAP act	hIAP inh	ATG4B inh	APOBEC3A inh	A3G deaminase	hIAP act
COc1ccc(CCNC(=O)c2cc(-c3cc(C)ccc3O)n[nH]2)cc1OC	1	-68	-17	1.7	-168	-9	6	-4	2.7*
O=c1[nH]c2ccsc2c(=O)n1-c1ccc(F)cc1	4	-12	1.8	1.1	-11	-2	2	4	1.1
Cc1csc(NC(=O)Cc2c(F)cccc2Cl)n1	0	8	0.2	0.92	11	2	3	-2	0.89
O=C(c1cc2ccccc2oc1=O)N1CCN(C(=O)C2CCCO2)CC1 (stereo not given)	6	3	2.2	0.97	16	10	-1	-7	0.84
COc1cccc2c(=O)n(CC(=O)NCCc3ccccc3)ccc12	-3	3	0.6	0.97	4	7	0	-8	0.96
COc1ccc(C(=O)NNC(=S)NC(=O)C(C)(C)C)cc1	-2	-6	21	1.1	-109	-8	-9	-7	2.1*
CC1CN(C(=O)COC(=O)[C@@H]2CC(O)CN2S(=O)(=O)c2ccc3c(c2)OCCO3)CC(C)O1 (stereo not given in full)	-1	-2	-0.7	1	3	-3	2	-3	0.97
O=C(Nc1ccc(N2CCOCC2)c(F)c1)c1ccncc1	-1	0	-1.0	1	9	-10	2	-4	0.91
COc1cc(/C=N/NC(=O)c2sc(N)c(C#N)c2C)cc(Br)c1O	2	13	-0.8	0.87	-4	1	-4	-8	1
CC(Sc1ncnc2ccccc12)C(=O)Nc1ccc2c(c1)OCCO2 (stereo not given)	0	8	19	0.92	-4	-6	4	1	1
c1cnc(SCCOc2ccc3c(c2)CCC3)nc1	-3	4	-0.6	0.96	-8	0	-5	-6	1.1
COc1cccc(C2(O)CCN(CC(=O)NCC3CC3)CC2)c1	-1	5	0.4	0.95	4	-3	-3	-8	0.96
Cn1c(=O)c2nc3ccccc3nc2n(C)c1=O	3	-9	-1.2	1.1	9	4	-2	-7	0.91
CN1CCN(NC(=O)c2cccc(F)c2)CC1	0	-2	-3.2	1	7	-8	-1	-5	0.93
COCCOc1ccc(C(F)(F)F)cc1N	2	-3	-1.4	1	16	-11	2	-6	0.84
CC(C)c1nnc(NC(=O)CCC(=O)NCc2ccco2)s1	-2	-4	-1.1	1	7	3	-1	-3	0.93
CN(Cc1ccc(F)cc1)S(=O)(=O)c1nnc(NC(=O)c2ccccc2)s1	-5	6	51*	0.94	28	3	3	-1	0.72
O=C(CCN1CCOCC1)c1ccc(Br)cc1	-6	-5	0.1	1	8	-7	-2	3	0.92
O=C(CSc1ncnc2c1cnn2-c1ccc(Cl)cc1)NCc1ccc2c(c1)OCO2	-3	9	8.1	0.91	3	2	-2	0	0.97
CSc1ccc(S(=O)(=O)Nc2c(C)n(C)n(-c3ccccc3)c2=O)cc1	-1	-2	0.5	1	-1	-5	1	-4	1
O=C(Nc1ccccn1)c1cc(-c2ccc(Cl)s2)nc2ccccc12	-5	-9	-0.9	1.1	-19	-5	-2	-5	1.2
